# APJ ag = agonists of human apelin receptor APJ, primary screen, CHO-K1 cells, PathHunter beta-arrestin, luminescence; P35414; 0% DMSO wells, 100% apelin; activation, % at 20 µM; 0.11% of 330,000 active;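 active = activation more than six SD over the plate average, tested at 20 µM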;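 also: 0% = DMSO alone and 100% = apelin-13 at 10 nM; some results filed as inactive read as strong as hits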
# Target sequence (P35414 whole entry, looked up): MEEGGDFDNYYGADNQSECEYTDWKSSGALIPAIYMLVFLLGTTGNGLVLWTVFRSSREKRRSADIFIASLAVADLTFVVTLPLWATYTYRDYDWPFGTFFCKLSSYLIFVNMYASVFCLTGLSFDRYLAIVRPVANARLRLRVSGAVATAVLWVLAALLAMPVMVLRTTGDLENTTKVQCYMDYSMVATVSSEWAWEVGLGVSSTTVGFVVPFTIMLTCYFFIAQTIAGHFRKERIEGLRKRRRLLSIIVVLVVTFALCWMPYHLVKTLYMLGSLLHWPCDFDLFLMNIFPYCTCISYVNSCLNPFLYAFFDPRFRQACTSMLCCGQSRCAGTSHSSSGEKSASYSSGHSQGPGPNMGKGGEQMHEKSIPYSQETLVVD
#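 Test system – PathHunter CHO-K1 APJ (AGTRL-1) beta-arrestin reporter cells · Input – 1000 cells/well · Compound – single test compound dose, 20 µM final, 1% DMSO · Times – compound stimulation 90 min at 25 °C, detection 60 min · Technique – beta-gal luminescence · Read-out basis – APJ–arrestin association signal · Control set – negative DMSO alone, positive Apelin-13 at 10 nM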
# UBC13 inh = UBC13 polyubiquitin chain formation inhibitors, primary screen, biochemical, TR-FRET, uHTS | Ubiquitin-conjugating enzyme E2 N (Homo sapiens), P61088 | inhibition, % at 20 µM | 0.47% of 330,000 active; in the data active = inhibition above about 45%, passing the limit was not always enough
# Target sequence (P61088 whole entry, looked up): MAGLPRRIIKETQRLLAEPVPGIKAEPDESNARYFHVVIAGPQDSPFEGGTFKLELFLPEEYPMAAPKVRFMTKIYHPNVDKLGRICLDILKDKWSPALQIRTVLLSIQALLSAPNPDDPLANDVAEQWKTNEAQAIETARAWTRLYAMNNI
# CCR6 antag = CCR6 receptor antagonists, primary screen, cell-based, CHO-K1, luminescence, beta-arrestin, uHTS; CHO-K1 CCR6 PathHunter beta-arrestin, CCL20-stimulated; 0.49% of 340,000 active; C-C chemokine receptor type 6 (Homo sapiens), P51684; inhibition, % at 20 µM;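 active = compounds whose inhibition of the agonist-driven luminescence signal at 20 µM reaches about 50%, limit read from the data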;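 also: cells stimulated with CCL20 at 14 nM final; plate controls were DMSO with CCL20 for no effect and DMSO without agonist for full effect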
# Target sequence (P51684 whole entry, looked up): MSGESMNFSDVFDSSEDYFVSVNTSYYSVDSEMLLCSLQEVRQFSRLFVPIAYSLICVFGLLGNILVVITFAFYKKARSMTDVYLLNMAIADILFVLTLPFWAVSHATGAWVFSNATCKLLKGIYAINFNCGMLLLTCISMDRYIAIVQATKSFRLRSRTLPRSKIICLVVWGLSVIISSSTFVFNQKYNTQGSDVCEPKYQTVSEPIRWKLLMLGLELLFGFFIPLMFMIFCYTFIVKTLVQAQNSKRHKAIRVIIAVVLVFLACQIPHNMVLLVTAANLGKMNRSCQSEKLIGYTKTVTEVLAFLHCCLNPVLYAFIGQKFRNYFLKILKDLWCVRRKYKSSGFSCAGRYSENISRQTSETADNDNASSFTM
# ATG4B inhibitor = ATG4B protease inhibitors, primary screen, biochemical, fluorescence, uHTS | Cysteine protease ATG4B (Homo sapiens), Q9Y4P1 | inhibition, % at 8.33 µM | 0.51% of 340,000 active | ATG4B cleavage of LC3-PLA2, NBD-HPC fluorescence, 1 h | AID 504462, 2011; in the data active = inhibition above about 40%
# APJ antagonist = antagonists of human apelin receptor APJ, primary screen, CHO-K1 cells, beta-arrestin complementation, luminescence; 0.32% of 330,000 active; inhibition, % at 20 µM;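 active = inhibition above about 40% at 20 µM, limit read from the data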;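 also: cells challenged with 10 nM apelin-13 agonist together with compound; plate controls were apelin-13 plus DMSO wells for no effect and DMSO wells lacking apelin-13 for full effect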
# Gli-Sufu antag = Gli-Sufu pathway antagonists, primary screen, luciferase luminescence, Sufu-KO-LIGHT cells, uHTS; Sufu-KO-LIGHT fibroblasts, Gli luciferase reporter luminescence; inhibition, % at 5 µM; 0.74% of 340,000 active;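 active = inhibition above about 55%, limit read from the data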;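 also: 0% = DMSO-treated cells and 100% = wells with medium but no cells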
# CXCR6 inh = CXCR6 receptor inhibitors, primary screen, cell-based, beta-arrestin, luminescence, CHO-K1 PathHunter, 1536-well | C-X-C chemokine receptor type 6 (Homo sapiens), O00574 | inhibition, % at 20 µM | 0.36% of 360,000 active; in the data active = inhibition above about 34%, passing the limit was not always enough;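 also: antagonist mode with CXCL16 agonist at 10 nM final; 0% = 10 nM CXCL16 with DMSO and 100% = unstimulated wells without agonist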
# EBI2 block = EBI2 receptor antagonists, beta-arrestin recruitment, primary screen, cell-based, luminescence, 7a,25-OHC stimulation, uHTS. 7a,25-OHC stimulated. inhibition, % at 5 µM. 0.81% of 360,000 active. AID 651636, 2012; in the data active = inhibition above about 38%;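 also: enzyme fragment complementation signal reports receptor beta-arrestin coupling in cells; 0% = agonist plus DMSO wells and 100% = wells without agonist; some results beyond the cut were filed as inactive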
# * marks the source's active call; other numbers are inactive results; / = no result given. Compounds were not picked by outcome. About 3% of those tested had a hit in this group.
SMILES,APJ ag,UBC13 inh,CCR6 antag,ATG4B inhibitor,APJ antagonist,Gli-Sufu antag,CXCR6 inh,EBI2 block
Cc1c(C(=O)N2CCCCC2)sc(NC(=O)C(C)C)c1C#N,-6,0,-2,5,14,4,1,5
O=C(Nc1cc(=O)[nH]c2ncnn12)c1ccccc1F,-8,18,-1,-2,9,7,-7,1
CC1CCCN(S(=O)(=O)c2ccc(N(C(=O)c3cnccn3)C(C(=O)NC3CCCCC3)c3cccs3)cc2)C1 (stereo unspecified),0,8,7,-7,11,3,3,-6
CC(C)(C)NC(=O)CSc1nc2ccc(NC(=O)CSc3nnc(N)s3)cc2s1,1,3,-4,-9,28,30,-8,2
C=CCNC(=O)COC(=O)c1c2c(nc3ccccc13)CCC2,6,-14,0,11,-27,0,2,-10
CCC(=O)c1ccc(N2CCN(C(=O)Cc3ccccc3)CC2)c(F)c1,5,-2,5,0,-9,2,-7,-10
COc1ccc(C(O)Cc2nc3ccccc3n2C)cc1OC (stereo unspecified),1,-9,7,-6,6,6,-6,-8
Cc1cccc(C)c1OCc1cc(C(=O)NC2CCC2)no1,-3,0,11,7,-3,-17,1,1
COc1ccc(CNC(=O)C[C@H]2C(=O)N(CCc3ccccc3)C[C@@H]2Cc2ccccc2)cc1,-3,-2,-2,1,8,2,2,8
COCCOC(=O)c1ccc(NC(=O)COc2ccc([N+](=O)[O-])cc2)cc1,0,-7,12,-7,-23,-7,10,8
CN(C)C(=O)COc1ncnc2scc(-c3ccc(F)cc3)c12,-3,5,-1,-3,-5,-5,-3,-2
CCc1ccc(NC(=O)c2cnn(-c3ccccc3)c2C2CCNCC2)cc1,-6,6,13,-17,4,13,3,-9

# Results in EBI2 block and CCR6 antag, for 2 of the compounds above:
canonical_smiles,EBI2 block,CCR6 antag
C=CCNC(=O)COC(=O)c1c2c(nc3ccccc13)CCC2,-10,0
CC1CCCN(S(=O)(=O)c2ccc(N(C(=O)c3cnccn3)C(C(=O)NC3CCCCC3)c3cccs3)cc2)C1 (stereo unspecified),-6,7

# Remaining list, next part
SMILES,APJ ag,UBC13 inh,CCR6 antag,ATG4B inhibitor,APJ antagonist,Gli-Sufu antag,CXCR6 inh,EBI2 block
O=C(OC(C(=O)NCC1CCCO1)c1ccc(F)cc1)c1ccco1 (stereo unspecified),1,2,12,-11,-17,-8,-1,2
O=C(CCCOc1ccc(Cl)cc1Cl)NC(Cc1ccccc1)C(=O)O (stereo unspecified),/,/,-11,-7,/,13,16,-1
CO/N=C\CC(=O)Nc1ccc(F)cc1,-2,10,10,-3,-9,1,10,-2
CCc1nnc(NC(=O)C2CCN(c3nc(C)cc(C)n3)CC2)s1,-1,11,-2,-4,12,-4,-4,3
Cc1ccc(C(C)NC(=O)c2ccc3c(c2)OCO3)cc1C (stereo unspecified),3,-5,-2,1,6,-7,-10,-5
CCN(C(=O)c1cccc(F)c1)c1ccccc1C,-7,2,-7,-2,13,7,-16,-17
CCN(CC)C(=S)SCC(=O)c1ccccc1,-5,-5,15,20,-7,-118,-3,-4
Cn1c(CCNC(=O)c2ccccc2)nc2cc(NC(=O)c3ccco3)ccc21,-3,4,2,-4,0,-17,7,1
COc1ccc(S(=O)(=O)N(CC(=O)N2CCOCC2)Cc2ccccc2)cc1,-3,1,-4,-10,1,12,0,-4
CC(C#N)Sc1ccc(S(=O)(=O)N(C)C2CCCCC2)cn1 (stereo unspecified),-1,-10,14,1,6,2,-7,-4
COC(=O)C1C(=O)C=C(Nc2ccc(F)cc2F)CC1c1ccccc1 (stereo unspecified),-1,6,5,-5,-13,-10,2,-9
CCN(CC)C(=O)COc1coc(CN2CCN(c3ccc(F)cc3)CC2)cc1=O,0,-4,0,2,6,-10,-4,-8
O=c1c2ccccc2nc(COc2ccccc2)n1/N=C/c1ccco1,-2,-1,-8,3,-19,5,-7,7
Cc1cc[n+](CCC(=O)O)c2ccccc12,4,-8,-7,-8,5,0,-4,2
CN(C)c1cc2c(c(N(C)C)c1)C(=O)c1ccccc1C2=O,-8,-303,30,7,25,-25,21,6
O=C(C1=C(O)C(=O)N(c2ncccn2)C1c1ccc(Cl)c(Cl)c1)c1ccco1 (stereo unspecified),1,-4,9,12,-9,4,-4,14
Cc1ccc(S(=O)(=O)Nc2cc(C(=O)NCCN3CCCC3)ccc2N2CCCCC2)cc1,0,28,-2,-21,-1,10,9,-1
C/C(=N\NC(=O)c1nn(C)c(C)c1Br)c1ccc(NC(=O)C2CCCC2)cc1,0,-5,-3,-3,-21,-42,-11,-6
O=C(c1ccco1)N1CCN(C(=O)C23CC4CC(CC(C4)C2)C3)CC1,3,-7,-4,1,11,1,-10,0
COc1ccc(C2Nc3ccccc3C(=O)N2Cc2ccccc2)cc1CN1CCOCC1 (stereo unspecified),3,20,16,-4,8,4,0,1
CC(C)C[C@@H](CN1CCCC1CN1C(=S)NC[C@@H]1Cc1ccc(O)cc1)N1C[C@H](Cc2ccccc2)N(CC2CCCCCC2)C1=S (stereo partly specified),/,/,8,/,/,24,0,18
CC1CN(C(=O)c2cc(COc3c(F)cccc3F)on2)CCN1C (stereo unspecified),-7,4,5,6,-16,-17,4,-4
COc1ccc(CCN2C(=O)C(C)=C(C)C2=O)cc1OC,0,3,12,-3,8,0,2,8
CCOC(=O)c1c(C)[nH]c(C(=O)COC(=O)/C=C/c2ccc(O)c(OC)c2)c1C,5,-2,6,26,1,8,13,9
CNC(=O)CN1C(=O)NC(Cc2c[nH]c3ccccc23)C1=O (stereo unspecified),-1,-3,-8,31,7,19,2,-2
Nc1c(N=O)c(=O)[nH]c(=O)n1-c1ccccc1,-3,-8,-6,5,-2,-2,-1,-3
O=C(NCc1ccccc1)c1nccnc1CO,-1,2,-7,4,25,11,3,-16
COc1ccc(C(C(=O)NC2CCCCC2)N(Cc2cccnc2)C(=O)c2snc(C(N)=O)c2N)cc1 (stereo unspecified),-4,16,20,1,18,3,20,22
CC1(c2ccc3ccccc3c2)NC(=O)N(CC(=O)Nc2ncccc2O)C1=O (stereo unspecified),-2,-6,8,-3,-3,-4,-4,-6
CCc1ccc(/C=C2\SC(=S)N(CCCC(=O)Nc3ccccc3C(=O)O)C2=O)cc1,-3,-20,23,21,-6,7,6,-9
COCCN1CCN(Cc2cn[nH]c2-c2cc3ccccc3o2)CC1,-1,-18,-3,5,1,12,-10,0
N#CCCN1CCN(Cn2c3ccccc3c3ccccc32)CC1,-3,-7,13,-7,-5,-7,-1,-8
O=C(CN1C(=O)N/C(=C\c2ccccc2OCc2ccc(C(=O)O)cc2)C1=O)Nc1ccccc1F,0,0,3,-5,24,7,4,2
CN(c1cccc2cccnc12)S(=O)(=O)c1ccccc1,-5,-2,12,-10,-6,12,-4,6
Cc1cccc(NS(=O)(=O)c2ccc3c(c2)oc(=O)n3C)c1C,-2,4,1,7,-4,14,-6,5
CCSc1nnc(NC(=O)CN2C(=O)N(C)C3(CCCCC3)C2=O)s1,-3,-4,10,-13,14,1,2,2

# Structures above with a furan ring, fused or not:
SMILES,APJ ag,UBC13 inh,CCR6 antag,ATG4B inhibitor,APJ antagonist,Gli-Sufu antag,CXCR6 inh,EBI2 block
O=C(OC(C(=O)NCC1CCCO1)c1ccc(F)cc1)c1ccco1 (stereo unspecified),1,2,12,-11,-17,-8,-1,2
Cn1c(CCNC(=O)c2ccccc2)nc2cc(NC(=O)c3ccco3)ccc21,-3,4,2,-4,0,-17,7,1
O=c1c2ccccc2nc(COc2ccccc2)n1/N=C/c1ccco1,-2,-1,-8,3,-19,5,-7,7
O=C(C1=C(O)C(=O)N(c2ncccn2)C1c1ccc(Cl)c(Cl)c1)c1ccco1 (stereo unspecified),1,-4,9,12,-9,4,-4,14
O=C(c1ccco1)N1CCN(C(=O)C23CC4CC(CC(C4)C2)C3)CC1,3,-7,-4,1,11,1,-10,0
COCCN1CCN(Cc2cn[nH]c2-c2cc3ccccc3o2)CC1,-1,-18,-3,5,1,12,-10,0

# The results go on:
SMILES,APJ ag,UBC13 inh,CCR6 antag,ATG4B inhibitor,APJ antagonist,Gli-Sufu antag,CXCR6 inh,EBI2 block
Cc1nc(C)c(-c2csc(Nc3ccc(O)cc3C)n2)s1,4,6,4,4,5,10,0,2
O=C1C2CC=C(Cl)CC2C(=O)N1CN(Cc1ccco1)CN1C(=O)C2CC=C(Cl)CC2C1=O (stereo unspecified),-2,-10,-3,11,7,-10,-3,-1
Cc1ccc(S(=O)(=O)N2CCN(C(=O)CN3CCCCC3)C2)cc1,0,1,-7,-4,10,1,-3,-3
CCn1c(SCC(=O)Nc2ccc3c(c2)OCO3)nc2c(c1=O)SC(C)C2 (stereo unspecified),-4,9,5,-6,-61,-8,-3,-3
Cn1cc(C(=O)NC2C3CC4CC(C3)CC2C4)cn1 (stereo unspecified),-4,-1,-12,1,-11,29,-5,-5
Cc1ccc(CN2CC(C(=O)N3CCN(S(=O)(=O)c4cc(C)ccc4C)CC3)CC2=O)cc1 (stereo unspecified),-7,1,13,-7,-16,0,6,11
CCOC(=O)N1CCN(C(c2ccccc2)c2sc3nc(C)nn3c2O)CC1 (stereo unspecified),-1,2,0,-4,18,0,1,1
COc1cc(CCC(=O)OCC(=O)N(CCC#N)c2ccccc2)cc(OC)c1OC,-3,-5,2,-5,-8,-9,11,-3
Cn1cnnc1SCC(=O)Nc1ccc(Oc2ccccc2)cc1,2,-1,3,-1,-4,-11,-2,-3
COc1ccc(C(C)(C)C)cc1NC(=O)CN1C(=O)C(=O)N(Cc2ccco2)C1=O,1,-14,6,-1,-57,-5,-6,-6
COC(=O)C1=C(NC(=O)c2ccc(Br)cc2)CCS1,-2,4,20,-6,6,-5,6,0
Cc1ccc(SCCN2CCN(CC(C)C)CCC2=O)cc1,-4,13,3,-14,22,-10,4,0
CC(C)n1nnc2c(=O)oc3ccccc3c21,0,8,3,-13,-6,-6,5,4
CCCCN(C)CCNC(=O)c1ccc2c(c1)NC(=O)C(N1CCCCC1)S2 (stereo unspecified),-3,0,9,-11,-23,2,3,-8
CC1(C2CC2)NC(=O)N(CC(=O)Nc2ccc(C(F)(F)F)cc2)C1=O (stereo unspecified),-4,-1,10,-10,13,-8,0,-7
CCC[C@@H]1C[C@@H](C(=O)N[C@@H](C2O[C@H](SC)[C@H](O)[C@@H](O)[C@H]2O)[C@H](C)Cl)N(C)C1 (stereo partly specified),-2,-6,-3,0,11,-3,4,6
COc1ccc(N(CC(=O)NCc2cccnc2)S(=O)(=O)c2ccccc2[N+](=O)[O-])c(OC)c1,1,0,1,-5,5,6,-4,4
CC(C)C1N(c2ccccc2)C(N)=C(C#N)C1(C#N)C#N (stereo unspecified),6,17,4,-11,11,-2,-6,-1
Cc1ccc(-c2ccc(OC(=O)c3ccc(=O)[nH]c3)c(C)c2)cc1,-2,5,-4,-4,5,-8,-13,14
COc1cccc(N(CC(=O)Nc2cccc(F)c2)S(C)(=O)=O)c1,-1,21,17,-10,-13,-10,0,-9
CCn1c(SCC(=O)Nc2ccc3c(c2)OCCO3)nnc1-c1cccnc1,0,-3,10,-5,-1,-3,3,3
CCc1ccc(NC(=O)CN(c2ccc(OC)cc2)S(=O)(=O)c2c(C)[nH]c(=O)[nH]c2=O)cc1,1,-7,9,-2,7,-5,-1,-4
O=C(CSc1nc(-c2ccccc2)c(-c2ccccc2)o1)N1CCOCC1,-2,9,16,-1,5,3,4,9
Cc1ccc(SCC(=O)Nc2ccc3c(c2)C(=O)N(C)C3=O)cc1,-3,-6,12,-9,10,1,1,0
O=C1NC[C@H](Cc2ccccc2)N(C[C@H]2CCCN2C[C@H](Cc2ccc(O)cc2)N2C[C@H](Cc3ccc(O)cc3)N(CC3CCCCCC3)C(=O)C2=O)C1=O,/,/,14,/,/,4,11,5

# Compound activity deposited in PubChem by Sanford-Burnham Center for Chemical Genomics.
